Screening data (PubChem)
SENP1 FRET inh: blocks the human SENP1 SUMO protease catalytic domain | AID 624204 | inhibition, % at 10 µM | actives 0.21% (n = 360,000) | Q9P0U3 | recombinant SENP1 catalytic domain, CyPet-SUMO1-YPet FRET cleavage;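 active means inhibition at least 30% at 10 µM, raw YFP signal under a set limit, fluorescence ratio 0.5 to 1.5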;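 further: 0% = enzyme with DMSO and 100% = no enzyme wells; some results filed as inactive read as strong as hits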
Target sequence (Q9P0U3 419-644 limits assumed): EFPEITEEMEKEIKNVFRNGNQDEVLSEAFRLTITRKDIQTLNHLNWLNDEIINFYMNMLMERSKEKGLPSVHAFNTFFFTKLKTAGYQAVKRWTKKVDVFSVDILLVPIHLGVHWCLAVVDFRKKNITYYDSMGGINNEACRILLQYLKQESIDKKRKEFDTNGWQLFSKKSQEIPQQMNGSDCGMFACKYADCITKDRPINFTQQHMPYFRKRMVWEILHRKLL
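Material – human SENP1 catalytic domain · Input – SENP1 enzyme, 20 pM final · Compound dosing – single concentration of 10 µM compound, 0.5% DMSO final · Timing – enzyme reaction for 50 min at room temperature, dark · Measured by – FRET fluorescence in CFP and YFP emission channels · Control set – no-enzyme wells low, DMSO-plus-enzyme wells high control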
* marks the source's active call; other numbers are inactive results. Some of the compounds tested; the hit share may differ from the screen's.

How did CCCCNC(=O)C1(C)CCCCN1C(=O)c1ccc2sccc2c1 (stereo not given) do in these assays?
SENP1 FRET inh: -1

What do the screens show for `Nc1ccn([C@@H]2O[C@H](CNC(=O)[C@@H](Cc3cccnc3)NC=O)[C@@H](O)[C@H]2O)c(=O)n1`?
SENP1 FRET inh: 2

How did O=C1c2nccnc2C(=O)N1Cc1ccccc1 do in these assays?
SENP1 FRET inh: 0

What do the screens show for `C/C(=N\Nc1nc(-c2cc(C)ccc2C)cs1)c1cc2c(ccc3ccccc32)oc1=O`?
SENP1 FRET inh: -32

Results for COc1ccc(CN2C(=O)C(CC(=O)NCC3CCCCC3)CC(C(=O)N(C(C)C)C(C)C)=C2C)cc1 (stereo not given) ?
SENP1 FRET inh: -2

What do the screens show for `Cc1cc(C)n2c(Nc3ccc4c(c3)OCCO4)c(-c3ccc(F)cc3)nc2n1`?
SENP1 FRET inh: -1

What do the screens show for `CCn1c(C)cc(C(=O)CSc2nnc(C3CC3)n2C2CC2)c1C`?
SENP1 FRET inh: 0

What do the screens show for `CCCCCNC(=O)C(c1ccc(OC)cc1)n1c(=O)c(-c2ccco2)nc2ccccc21` (stereo not given)?
SENP1 FRET inh: -74

How did COc1ccc(NC(=O)CSc2nnnn2C2CCCC2)cc1S(=O)(=O)N1CCOCC1 do in these assays?
SENP1 FRET inh: -1

What do the screens show for `CCOCCC(=O)Nc1ccc2c(c1)c(=O)n(C)n2CC=C(C)C`?
SENP1 FRET inh: 1

Results for CCNC(=O)C1(C)CCCN(C(=O)c2c(C)noc2C)C1 (stereo not given) ?
SENP1 FRET inh: -2

What do the screens show for `CC1(C(=O)NS(=O)(=O)c2ccc(Cl)cc2)CCN1C(=O)CCc1ccc(Cl)cc1Cl` (stereo not given)?
SENP1 FRET inh: 0

How did CCCCCCCCNC(=S)NCCN1CCCCC1 do in these assays?
SENP1 FRET inh: 0

What do the screens show for `COC(=O)C1=CN(c2ccc(C(C)(C)C)cc2)C(N)=C(C#N)C1c1ccccc1F` (stereo not given)?
SENP1 FRET inh: -7

What do the screens show for `CCc1nc2ccc(C(=O)N3CCN(S(=O)(=O)CC)CC3)cn2c1N(C=O)Cc1ccc(OC)cc1`?
SENP1 FRET inh: -1

Results for CCOC(=O)C1=CC[C@@H](c2ccc(OC)cc2)N(S(=O)(=O)c2ccc(C)cc2)[C@H]1CC ?
SENP1 FRET inh: -2

How did COc1cccc(NC(=O)N2CCc3nc(NCc4cccc(Oc5ccccc5)c4)ncc3C2)c1 do in these assays?
SENP1 FRET inh: -40

What do the screens show for `Cc1ccc(S(=O)(=O)N(C)C[C@H]2Oc3cc(C#Cc4ccccc4)ccc3S(=O)(=O)N([C@H](C)CO)C[C@@H]2C)cc1`?
SENP1 FRET inh: -58

Results for CCCS(=O)(=O)NC(=O)C1(C)CCN(C(=O)c2cc(-c3cccs3)oc2C)C1 (stereo not given) ?
SENP1 FRET inh: 1

What do the screens show for `COc1ccc(C(=O)N2[C@@H](C(C)C)COc3cc(Br)ccc3S2(=O)=O)cc1`?
SENP1 FRET inh: 2

What do the screens show for `Oc1ccc(C23CC4CC(CC(C4)C2)C3)cc1O`?
SENP1 FRET inh: 0

What do the screens show for `CC(=O)Nc1ccc2c(c1Br)Cc1ccccc1-2`?
SENP1 FRET inh: 1

How did COc1ccc(C(C)(O)c2nc(-c3ccccc3)cs2)cc1 (stereo not given) do in these assays?
SENP1 FRET inh: 2

Results for CC(NC(=O)COC(=O)Cc1cccs1)c1ccc(F)cc1 (stereo not given) ?
SENP1 FRET inh: 0

What do the screens show for `COc1ccc(Nc2c(C3CC3)nc3nc(C)cc(C)n23)cc1`?
SENP1 FRET inh: -1

How did Cc1ccc2ccccc2c1C(O)c1ncc(-c2cccc(C(F)(F)F)c2)[nH]1 (stereo not given) do in these assays?
SENP1 FRET inh: -1

How did CC1(C)CC(=O)C=C(c2n[nH]nc2C2CCCCC2)C1 do in these assays?
SENP1 FRET inh: -2

Results for Cc1ccc(C2C(C#N)=C(N)Oc3n[nH]c(-c4ccccc4)c32)o1 (stereo not given) ?
SENP1 FRET inh: -4

How did CN(NS(=O)(=O)c1ccccc1)C(=O)c1ccccc1 do in these assays?
SENP1 FRET inh: 2

What do the screens show for `O=C(NCc1ccc(F)cc1F)[C@@H]1CCCN1C(=O)[C@@H]1CCCN1C(=O)c1ccc(Cl)cc1`?
SENP1 FRET inh: 0

How did C[C@@H]1CCCCO[C@H](CN(C)C(=O)C2CCCCC2)[C@@H](C)CN([C@H](C)CO)C(=O)c2cc(N(C)C)ccc2O1 do in these assays?
SENP1 FRET inh: 0

How did COC(=O)c1ccc2nc(-c3ccc(Cl)cc3)c(Cc3cccc(F)c3)n2c1 do in these assays?
SENP1 FRET inh: -5

Results for Nc1ncnc2c1ncn2[C@@H]1O[C@H](C(=O)NS(=O)(=O)c2c(Cl)nc3sccn23)[C@@H](O)[C@H]1O ?
SENP1 FRET inh: -1

What do the screens show for `CN1CCN(c2ccc(-c3cc(NC=O)c4ncc(-c5ccccc5)n4c3)cc2)CC1`?
SENP1 FRET inh: 36

What do the screens show for `CCCOc1ccc(F)cc1-c1cc(C(=O)NCc2cc(OC)cc(OC)c2)[nH]n1`?
SENP1 FRET inh: 2

What do the screens show for `N#Cc1ccc(C(S(=O)(=O)Cc2ccccc2)S(=O)(=O)Cc2ccccc2)cc1`?
SENP1 FRET inh: -1

How did COCC(C)n1c(SCC(=O)NC2CCCCC2)nc2ccccc2c1=O (stereo not given) do in these assays?
SENP1 FRET inh: 0

Results for CC1(C(=O)NS(=O)(=O)c2ccccc2Cl)CCN1C(=O)CC1CC1 (stereo not given) ?
SENP1 FRET inh: 2

What do the screens show for `CC(C)C(=O)N1CCC1(C)C(=O)Nc1ccc(-n2cncn2)cc1` (stereo not given)?
SENP1 FRET inh: 0

What do the screens show for `Nc1ncnc2c1ncn2[C@@H]1O[C@H](C(=O)NS(=O)(=O)c2cccs2)[C@@H](O)[C@H]1O`?
SENP1 FRET inh: 2

Results for COc1cccc(-c2cccc(-c3nc(C(=O)NCc4ccc(Oc5ccccc5)cc4)cc4c3[C@H](CCO)N(S(=O)C(C)(C)C)C4)c2)c1 (stereo not given in full) ?
SENP1 FRET inh: -11

How did O=C(NCc1ccccn1)[C@@H]1CCCN1C(=O)[C@@H]1CCCN1C(=O)c1cccc(Cl)c1 do in these assays?
SENP1 FRET inh: 2

How did COc1ccccc1CNC(=O)c1ccc2nc(C)c(N(C)Cc3ccc(NC(C)=O)cc3)n2c1 do in these assays?
SENP1 FRET inh: 1

How did O=C(NNC1=Nc2cccc3cccc1c23)c1ccc(Br)cc1 do in these assays?
SENP1 FRET inh: -20

Results for CC1CCCC(O)(C(C(=O)O)c2ccccc2)C1 (stereo not given) ?
SENP1 FRET inh: 1

What do the screens show for `CCC(CC)C(=O)N(C)c1c(C)nc2c(OCc3ccc(OC(F)F)cc3)cccn12`?
SENP1 FRET inh: 0

Results for Cc1nc2ccccn2c(=O)c1NC(=O)c1ccc2c(c1)OCO2 ?
SENP1 FRET inh: 0

What do the screens show for `Cc1ccc(C)c(S(=O)(=O)N2CCN(C(=O)CNC(=O)c3sc4ccccc4c3Cl)CC2)c1`?
SENP1 FRET inh: 0

How did COc1ccc([C@H]2C[C@H](O)[C@@H](n3cc(-c4ccc(F)cc4)nn3)CN2Cc2cccs2)cc1 do in these assays?
SENP1 FRET inh: 0

How did CCOCCCn1c(SCC(=O)NC2CCCCC2)nc2ccccc2c1=O do in these assays?
SENP1 FRET inh: 3

Ordered by molecular weight (lowest first): three of the compounds above.
Results for Cc1nc2ccccn2c(=O)c1NC(=O)c1ccc2c(c1)OCO2 ?
SENP1 FRET inh: 0

How did O=C(NNC1=Nc2cccc3cccc1c23)c1ccc(Br)cc1 do in these assays?
SENP1 FRET inh: -20

What do the screens show for `Cc1ccc(C)c(S(=O)(=O)N2CCN(C(=O)CNC(=O)c3sc4ccccc4c3Cl)CC2)c1`?
SENP1 FRET inh: 0

Back to the main list, starting 4 compounds before the break.
Results for Cc1nc2ccccn2c(=O)c1NC(=O)c1ccc2c(c1)OCO2 ?
SENP1 FRET inh: 0

What do the screens show for `Cc1ccc(C)c(S(=O)(=O)N2CCN(C(=O)CNC(=O)c3sc4ccccc4c3Cl)CC2)c1`?
SENP1 FRET inh: 0

How did COc1ccc([C@H]2C[C@H](O)[C@@H](n3cc(-c4ccc(F)cc4)nn3)CN2Cc2cccs2)cc1 do in these assays?
SENP1 FRET inh: 0

How did CCOCCCn1c(SCC(=O)NC2CCCCC2)nc2ccccc2c1=O do in these assays?
SENP1 FRET inh: 3

Results for COc1cccc(C(C(=O)NCc2ccccc2)N2CCN(CCN3CCOCC3)CC2)c1OC (stereo not given) ?
SENP1 FRET inh: 1

How did CSc1ccc(NC(=O)C2(C)CCN2C(=O)c2sccc2C)cc1 (stereo not given) do in these assays?
SENP1 FRET inh: 0

How did O=C(CC(Nc1ccc(F)cc1)C(=O)OCC(=O)c1cccs1)c1ccccc1 (stereo not given) do in these assays?
SENP1 FRET inh: 5

Results for COCCn1c(C(=O)N(C)C)cc2c1C[C@H]1CN(C(=O)c3ccccc3)[C@@](Cc3ccc(F)cc3)(C(=O)OC)[C@@H]21 ?
SENP1 FRET inh: -9

How did COc1ccc(OC)c(NC(=O)C2(C)CCN2Cc2ccc(OC)c3ccccc23)c1 (stereo not given) do in these assays?
SENP1 FRET inh: 1

How did O=c1cc2c(=O)oc3cc(O)c(O)oc3c2c(O)c1O do in these assays?
SENP1 FRET inh: 30*

How did CCOC(=O)N1CCN(C(C(=O)NC2CCCC2)C(C)C)CC1 (stereo not given) do in these assays?
SENP1 FRET inh: 2

How did COc1ccc(CCNC(=O)c2ccc(Br)cc2)cc1 do in these assays?
SENP1 FRET inh: 1

Results for Cc1nc(Cc2nnc(SC(C)C(=O)Nc3ccccc3)o2)cs1 (stereo not given) ?
SENP1 FRET inh: 2

How did CCCCCCC1CC(=CN(C)C)C(=O)O1 (stereo not given) do in these assays?
SENP1 FRET inh: -4

How did Cc1c(Cl)cccc1NC(=S)NC(=O)c1ccccc1 do in these assays?
SENP1 FRET inh: 0

Results for COc1ccc(CNC(=O)O[C@H]2CN(C(=O)OC(C)C)N(C(=O)OC(C)C)[C@@H]3CN(S(=O)(=O)c4ccc(C)cc4)C[C@]23O)cc1OC ?
SENP1 FRET inh: 2

What do the screens show for `CCC(C)CN1C(=O)CSCC1(C)C(=O)NC(C)C` (stereo not given)?
SENP1 FRET inh: 1

How did NC(CCc1ccccc1)c1csc(Nc2nncc3ccccc23)n1 (stereo not given) do in these assays?
SENP1 FRET inh: -32

What do the screens show for `COC(=O)c1sc(NC(=O)c2ccoc2C)nc1C`?
SENP1 FRET inh: -1

How did CC(=O)Nc1ccc(C(=O)CSc2nnc(-c3ccccc3F)n2CCc2ccccc2)cc1 do in these assays?
SENP1 FRET inh: -3

What do the screens show for `Cc1c(C(=O)N2CCCC(C)(C(=O)NS(=O)(=O)C3CC3)C2)oc2ccccc12` (stereo not given)?
SENP1 FRET inh: 4

Results for COc1ccc(Cc2c(C3CCCCC3)nc3c4ccccc4ccn23)c(C)c1 ?
SENP1 FRET inh: -52

How did COc1ccc(Nc2ccc3ccccc3c2)cc1 do in these assays?
SENP1 FRET inh: -16

Results for O=C(Nc1ccccc1Cl)c1cc(C2CCCCN2C(=O)CCCc2ccccc2)on1 (stereo not given) ?
SENP1 FRET inh: 0

How did COc1ccc(CCNC(=O)Nc2nnc([C@H]3C[C@H](O)[C@@H](CO)O3)s2)cc1OC do in these assays?
SENP1 FRET inh: 1

What do the screens show for `COCCCN1C(=O)C(CC(=O)NC(c2ccccc2)c2ccccc2)CC(C(=O)N2CCOCC2)=C1C` (stereo not given)?
SENP1 FRET inh: 2

What do the screens show for `O=C(CN1CCC(NC(=O)C2CCCCC2)CC1)Nc1ccccc1`?
SENP1 FRET inh: 0

What do the screens show for `COCCN1C(=O)CCC1(C)C(=O)Nc1ccc2c(c1)OCCO2` (stereo not given)?
SENP1 FRET inh: -2

How did CC1=C(C(=O)N(C)C)CC(CC(=O)NCc2ccco2)C(=O)N1Cc1ccccc1 (stereo not given) do in these assays?
SENP1 FRET inh: 1

How did Cc1ccc(S(=O)(=O)N2C[C@]3(O)C[C@@H]4C(=O)N(c5ccccc5)C(=O)[C@@H]4C[C@]3(OC(=O)NCc3ccccc3)C2)cc1 do in these assays?
SENP1 FRET inh: 1

How did C[C@@H]1CC[C@H](Cc2ccc(-n3cccc3)cc2)N1C(=O)OC(C)(C)C do in these assays?
SENP1 FRET inh: 0

Results for Cn1nc(C(C)(C)C)cc1C(=O)N1CCCCC1c1cc(C(=O)Nc2ccc3c(c2)OCO3)no1 (stereo not given) ?
SENP1 FRET inh: 1

Results for COc1ccc(-c2csc(NC(=O)CCNC(=O)c3ccco3)n2)cc1 ?
SENP1 FRET inh: 1

What do the screens show for `COC(=O)c1cc(C)sc1NC(=O)CC1Nc2ccccc2NC1=O` (stereo not given)?
SENP1 FRET inh: -33

What do the screens show for `C=C1CC(COc2ccc3c(C)c(Cl)c(=O)oc3c2)(c2ccccc2)OC1=O` (stereo not given)?
SENP1 FRET inh: 1

Results for O=C(NCCN1CCOCC1)c1ccc2c(c1)N(Cc1cccc(Cl)c1)C(=O)c1ccccc1S2(=O)=O ?
SENP1 FRET inh: 1

What do the screens show for `CNC(=O)c1ccc(CN(C)C(=O)c2cccc(S(=O)(=O)N3CCc4ccccc4C3)c2)cc1`?
SENP1 FRET inh: 2

How did Nc1nc2c(ncn2[C@@H]2O[C@H](CNS(=O)(=O)N3CCc4ccccc4C3)[C@@H](O)[C@H]2O)c(=O)[nH]1 do in these assays?
SENP1 FRET inh: -4

How did CCCCN1C(=O)C(=O)NC[C@H]1Cc1cccc2ccccc12 do in these assays?
SENP1 FRET inh: -12

How did COc1ccc(-c2nc3ccc(Cl)cn3c2Cc2cccc(Cl)c2)cc1OC do in these assays?
SENP1 FRET inh: 17

What do the screens show for `CC1(c2nnnn2-c2ccc3c(c2)OCCO3)CCC(=O)N1C1CC1` (stereo not given)?
SENP1 FRET inh: -1
